APOBEC3G inh – inhibitors of human APOBEC3G DNA deaminase. recombinant A3G, ssDNA deamination FAM/TAMRA fluorescence. Q9HC16. inhibition, % at 20 µM. 0.28% of 330,000 active;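 active means inhibition of at least 40% at 20 µM, with no more than 30% in the related APOBEC3A deaminase screen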;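 further: plate controls were DMSO wells with A3G for no effect and wells lacking A3G enzyme for full effect; some compounds called inactive have numbers as strong as hits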
mIAP act – mouse IAP activation; 0.24% of 330,000 active; activation factor at 10 µM; muIAP, CDP-Star luminescence, 30 min; stronger effect = higher value; 1 = vehicle-only enzyme signal, 0 = enzyme-free wells; AID 2805;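 active means activation factor of at least 2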; further: the source names both 10 and 20 µM as test concentration; values of inactives mirror those of a sister screen read the other way
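Assay system: mouse IAP enzyme; reagent: chemiluminescent substrate CDP-Star; dosing: test compounds delivered from DMSO solution; schedule: 30 min at room temperature; measured by: luminescence from enzymatic CDP-Star hydrolysis; controls: DMSO-only wells and no-enzyme negative control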
mIAP inh – blocks mouse intestinal alkaline phosphatase; 0.2% of 330,000 active; purified mouse IAP, CDP-Star luminescence, 30 min; inhibition, % at 10 µM;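 active means inhibition of at least 40% at 10 µM in the primary screen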;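 further: plate controls were DMSO with enzyme for no effect and no enzyme wells for full effect; values of inactives mirror those of a sister screen read the other way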
A3A deaminase – inhibitors of human APOBEC3A DNA deaminase; 0.41% of 330,000 active; AID 493011; inhibition, % at 20 µM; recombinant A3A, FAM/TAMRA ssDNA deamination fluorescence;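 active means at least 40% inhibition at 20 µM here, with at most 30% in a related deaminase screen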;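 further: plate controls were A3A with DMSO for no effect and wells lacking A3A enzyme for full effect; some results filed as inactive read as strong as hits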
Target sequence (P31941 whole entry, looked up): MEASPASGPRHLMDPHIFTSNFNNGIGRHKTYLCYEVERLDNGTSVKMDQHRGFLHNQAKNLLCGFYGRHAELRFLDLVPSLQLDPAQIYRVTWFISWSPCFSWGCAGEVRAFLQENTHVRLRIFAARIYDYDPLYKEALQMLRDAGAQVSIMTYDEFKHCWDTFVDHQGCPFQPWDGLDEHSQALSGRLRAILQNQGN
hIAP activ – human IAP activation; purified human IAP, CDP-Star luminescence, 30 min; stronger effect = higher value; 1 = vehicle-only enzyme, 0 = enzyme-free background; activation factor at 10 µM; 0.16% of 330,000 active;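 active means activation factor of the enzyme at least 2-fold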; further: the source names both 10 and 20 µM as test concentration; values of inactives mirror those of a sister screen read the other way
Target sequence (P09923 whole entry, looked up): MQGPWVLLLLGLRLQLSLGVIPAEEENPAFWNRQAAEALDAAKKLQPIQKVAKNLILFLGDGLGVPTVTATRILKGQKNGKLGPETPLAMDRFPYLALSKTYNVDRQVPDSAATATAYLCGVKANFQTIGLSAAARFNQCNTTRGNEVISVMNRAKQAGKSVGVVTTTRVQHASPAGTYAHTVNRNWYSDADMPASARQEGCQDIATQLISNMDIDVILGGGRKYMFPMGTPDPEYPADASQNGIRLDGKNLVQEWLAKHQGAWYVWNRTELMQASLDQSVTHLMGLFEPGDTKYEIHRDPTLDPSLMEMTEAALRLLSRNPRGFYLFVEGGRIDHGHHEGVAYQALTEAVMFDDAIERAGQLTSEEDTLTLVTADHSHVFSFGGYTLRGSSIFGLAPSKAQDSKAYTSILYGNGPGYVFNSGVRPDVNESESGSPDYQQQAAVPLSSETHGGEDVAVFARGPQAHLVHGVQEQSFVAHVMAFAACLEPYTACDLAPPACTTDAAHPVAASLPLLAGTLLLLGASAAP
MPTP inh – inhibitors of mitochondrial permeability transition pore; isolated mouse mitochondria, Ca2+ swelling absorbance, 30 min; inhibition, % at 10 µM; 1.4% of 360,000 active; AID 602449;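 active means inhibition of 50% or more, scaled per plate between neutral and stimulator controls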;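 further: 0% = DMSO wells given calcium and 100% = 1 mM EGTA wells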
MIN6 prolif – inducers of beta-cell replication in MIN6 cells; MIN6 cells proliferation, ATPlite luminescence, 48 h; cells starved in 0.2% serum; 100% = growth in 10% serum; proliferation, % at 10 µM; 0.29% of 330,000 active; AID 2380;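 active means compounds whose signal lies at least 3.5 SD above the mean of all wells on their plate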;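 further: 0% = DMSO-treated cells in low-serum medium and 100% = 10% serum control; some compounds called inactive have numbers as strong as hits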
hIAP block – human IAP inhibition. inhibition, % at 10 µM. 0.12% of 330,000 active. P09923. purified IAP, CDP-Star luminescence, 30 min;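 active means inhibition reaching a set limit with compound at 10 µM in the primary screen, cut at about 35% in these data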;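 further: plate controls were DMSO wells with enzyme for no effect and no-enzyme buffer wells for full effect; values of inactives mirror those of a sister screen read the other way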
ATG4B inhibitor – blocks human ATG4B protease cleavage of LC3 substrate | Q9Y4P1 | ATG4B cleavage of LC3-PLA2, NBD-HPC fluorescence, 1 h | inhibition, % at 8.33 µM | 0.51% of 340,000 active; in the data active means inhibition above about 40%
The depositor's hits bear a star; x = no result given.

Order of results – APOBEC3G inh, mIAP act, mIAP inh, A3A deaminase, hIAP activ, MPTP inh, MIN6 prolif, hIAP block, ATG4B inhibitor
CC(=O)c1cccc(NC(=O)Cn2nc(-c3ccc(Cl)cc3)ccc2=O)c1
    -3.4, 1.06, -6.2, -2.6, 1.01, 0.0, -1.8, -0.8, 1.3
CCCNC(=O)c1n[nH]c(=O)c2ccccc12
    -1.4, 1.04, -4.1, -0.2, 0.893, 0.8, 5.6*, 10.7, -0.4
Cn1c(CCNC(=O)c2cccs2)nnc1SCC(=O)Nc1nc(-c2ccccc2)cs1
    -4.1, 1.03, -3.5, 0.2, 0.889, -0.8, 2.6, 11.1, -1.3
O=C(O)c1ccc(OS(=O)(=O)c2ccc(Cl)s2)cc1
    -5.4, 0.976, 2.4, -5.8, 0.891, 0.1, 4.2, 10.9, 2.2
Cc1noc(C)c1COC(=O)c1ccc(S(=O)(=O)N2CCCCC2)cc1
    -6.0, 0.925, 7.5, -5.0, 0.969, -0.4, -1.1, 3.1, -8.3
Cc1ccc(CNC(=O)Cn2cnc3cc([N+](=O)[O-])ccc3c2=O)cc1
    -5.8, 0.895, 10.5, 0.5, 0.871, 0.1, -3.4, 12.9, -4.3
CCn1nnnc1SCC(=O)Nc1nnc(C(C)C)s1
    -1.7, 0.973, 2.7, 2.2, 0.898, -1.2, -2.2, 10.2, 1.3
C[C@@]12CCC[C@@](C)(C(=O)O)C1CC[C@@]13C[C@@H](NCc4ccccc4)[C@@](C)(CCC12)C3 (stereo partly drawn)
    -7.1, 0.871, 12.9, -1.8, 0.889, 0.1, 0.8, 11.1, -5.9
CCN(CC(=O)Nc1ccc(NC(C)=O)cc1)C(=O)/C=C/c1cn(-c2ccccc2)nc1-c1cccs1
    3.7, 1.03, -3.0, 44.9*, 0.975, -2.5, 0.8, 2.5, -8.3
Cc1ccc(-c2csc(NC(=O)C3=NN(C4CCS(=O)(=O)C4)C(=O)CC3)n2)cc1 (stereo not drawn)
    -8.1, 0.911, 8.9, -0.2, 1.05, 1.0, -0.8, -4.6, -0.4
Cc1ccccc1NC(=S)N(Cc1ccccc1)Cc1cccs1
    -4.5, 1.03, -2.6, 0.3, 0.987, -0.1, -2.5, 1.3, -3.6
O=C(CCCn1c(SCc2cccc(F)c2)nc2ccccc2c1=O)NCC1CCCO1 (stereo not drawn)
    -13.5, 1.02, -2.5, -3.2, 0.938, -9.9, -3.6, 6.2, -7.3
NC(=O)c1ccc(N2CCNC(=O)C2)c([N+](=O)[O-])c1
    -1.8, 0.945, 5.5, -3.8, 1.15, 0.0, -0.5, -14.7, -5.9
c1ccc(C2CCCN(Cc3nc(CC4CC4)no3)CC2)cc1 (stereo not drawn)
    0.1, 0.895, 10.5, 5.0, 0.987, 0.4, -3.3, 1.3, 1.3
CCN(CC)S(=O)(=O)c1ccc(N2CCOCC2)c(NC(=O)C(C)(C)C)c1
    -4.9, 0.957, 4.3, 3.1, 0.95, -0.1, 0.0, 5.0, -7.4
Cc1nn(Cc2ccccc2)c2c1C(c1cccnc1)C(C#N)=C(N)O2 (stereo not drawn)
    -4.4, 1.01, -1.4, -3.2, 0.979, 20.3, -0.9, 2.1, -3.1
CC(=O)c1ccc(S(=O)(=O)N2CCN(C(=O)CSc3ccc(F)cc3)CC2)cc1
    -5.5, 1.09, -9.2, 7.7, 1, 0.9, -3.0, -0.1, -1.6
CCOC(=O)CSc1nnc(CNC(=O)c2ccc(S(=O)(=O)N3CCCC3)cc2)n1C
    -2.2, 1, 0.0, -4.3, 1.1, -0.8, -1.2, -10.0, 6.4
COc1cc(C(=O)Nc2ccc3c(c2)OCCO3)c(-n2cnnn2)cc1OC
    -5.8, 1, -0.3, -2.2, 1.38, -0.7, -2.8, -38.0, 1.4
COc1cccc(-c2cc(-c3cccnc3)c(C#N)c(N)n2)c1
    -4.6, 1.01, -1.2, 1.2, 0.987, 0.7, 0.0, 1.3, -13.4

A draw from above in order of SMILES length, falling:
Order of results – APOBEC3G inh, mIAP act, mIAP inh, A3A deaminase, hIAP activ, MPTP inh, MIN6 prolif, hIAP block, ATG4B inhibitor
CC(=O)c1ccc(S(=O)(=O)N2CCN(C(=O)CSc3ccc(F)cc3)CC2)cc1
    -5.5, 1.09, -9.2, 7.7, 1, 0.9, -3.0, -0.1, -1.6
CCN(CC)S(=O)(=O)c1ccc(N2CCOCC2)c(NC(=O)C(C)(C)C)c1
    -4.9, 0.957, 4.3, 3.1, 0.95, -0.1, 0.0, 5.0, -7.4
COc1cc(C(=O)Nc2ccc3c(c2)OCCO3)c(-n2cnnn2)cc1OC
    -5.8, 1, -0.3, -2.2, 1.38, -0.7, -2.8, -38.0, 1.4
Cc1nn(Cc2ccccc2)c2c1C(c1cccnc1)C(C#N)=C(N)O2 (stereo not drawn)
    -4.4, 1.01, -1.4, -3.2, 0.979, 20.3, -0.9, 2.1, -3.1

(cont.)
Order of results – APOBEC3G inh, mIAP act, mIAP inh, A3A deaminase, hIAP activ, MPTP inh, MIN6 prolif, hIAP block, ATG4B inhibitor
COc1cc(/C=N\NC(=O)OC(C)(C)C)ccc1OC(=O)c1ccco1
    -4.0, 0.945, 5.5, -2.0, 1.06, -2.0, -3.5, -5.9, -2.3
CC1(C)C2C(Cl)(Cl)C2(C)c2ccccc2N1C=O (stereo not drawn)
    -1.9, 1.08, -8.3, 0.4, 1.02, 3.8, -5.0, -1.7, 7.1
COc1cccc(OCC(=O)NNC(=O)c2cccs2)c1
    -3.8, 0.594, 40.6*, -1.2, 0.959, -0.7, 0.5, 4.1, -6.5
COc1ccc(NCc2nc3ccccc3n2CCOc2ccccc2)cc1
    -4.7, 0.988, 1.2, -5.3, 0.921, 1.0, -4.0, 7.9, 12.7
O=C(O/N=C1/CCCc2occc21)c1ccccc1
    -3.0, 1.14, -13.5, -2.5, 0.871, -5.1, -3.8, 12.9, 8.2
COc1ccc(-c2nc3cccc(C)n3c2NCc2ccco2)cc1OC
    -7.2, 0.951, 4.9, -4.1, 1.2, -5.2, -1.2, -19.5, 10.2
Cc1cccc(C)c1OCC(=O)NCC1CCCO1 (stereo not drawn)
    -5.7, 0.887, 11.3, -2.6, 1.01, 1.7, 0.7, -0.9, -3.9
N#CC1=C(N)C(C#N)(C#N)[C@H](c2ccsc2)[C@H]2COCC=C12
    -4.1, 0.913, 8.7, 0.2, 1.01, 0.8, 1.9, -1.5, 7.8
CN1Cc2sc(NC(=S)NC(=O)c3ccccc3)c(C#N)c2CC1(C)C
    -63.3, 1.01, -0.7, -37.5, 0.982, x, -4.0, 1.8, -16.2
CC(=O)N(C)c1nc(N)n(-c2ccccc2)n1
    -8.2, 0.844, 15.6, -1.6, 0.703, 107.0*, 4.8, 29.7, -0.3

(further entries)
structure,APOBEC3G inh,mIAP act,mIAP inh,A3A deaminase,hIAP activ,MPTP inh,MIN6 prolif,hIAP block,ATG4B inhibitor
O=C(NCC1CCCO1)Nc1ccccc1 (stereo not drawn),-1.5,0.962,3.8,-2.5,1.04,4.6,1.0,-3.7,-6.3
Cc1c(Br)c([N+](=O)[O-])nn1CC(=O)NCCc1ccc(Cl)cc1,9.2,1.03,-2.7,4.4,0.863,9.4,-2.0,13.7,19.6
CCOC(=O)/C(=C\c1cccc(O)c1)c1nc2sc(C)c(C)c2c(=O)[nH]1,23.2,0.958,4.2,-0.2,1.05,-0.4,-6.2,-4.9,-12.6
NS(=O)(=O)c1cccc(NC(=O)Nc2ccccc2)c1,9.5,1.16,-15.5,4.8,1.14,1.5,-2.0,-14.2,-3.4
CCC1Nc2ccccc2-c2nnc(SC)nc2O1 (stereo not drawn),-8.2,1.08,-8.3,-3.4,1.06,-1.4,-1.7,-5.7,2.3
CC(=O)n1cc([C@H]2C=C(C(=O)NCc3ccccc3)O[C@@H](OCCCCO)C2)c2ccccc21,-5.0,0.928,7.2,2.4,0.985,-2.1,-2.9,1.5,4.4
COCCNC(=O)C1CCN(S(=O)(=O)c2ccc3c(c2)OCCO3)CC1,-6.0,0.981,1.9,-1.0,0.911,-0.7,-2.6,8.9,4.8
O=C(Cc1cccc(C(F)(F)F)c1)Nc1cc(S(=O)(=O)N2CCOCC2)ccc1N1CCCC1,-2.9,1.16,-16.2,-2.9,0.994,-1.5,0.2,0.6,-24.4
CC(/C=N/NC(=O)c1ccc2nc(C)[nH]c2c1)=C\c1ccccc1,-0.8,0.878,12.2,3.8,0.89,1.5,-1.0,11.0,-3.5
CCOC(=O)C(=NC(C)C)NNc1cc(Cl)ccc1Cl,-0.8,1.02,-2.2,0.1,1.08,4.5,-3.8,-7.8,1.4
CC(C)(C)c1ccc(C(=O)NNc2ccc(F)cc2F)cc1,1.0,1.07,-7.1,0.8,1.04,4.0,-1.9,-4.4,-8.3
CC(C)n1c(/N=C/c2ccccc2O)nc2ccccc21,-6.8,0.967,3.3,-7.1,1.26,-0.1,1.0,-26.3,4.6
COc1ccc(NC(=O)CSCC(=O)Nc2ccccc2C(=O)N2CCCCC2)cc1,-4.1,1.06,-5.9,-3.5,1.04,0.0,4.1,-3.7,-3.6
COc1cc(OC)cc(C(=O)N[C@H](C(=O)OCC(=O)c2c[nH]c3ccccc23)C(C)C)c1,-5.9,1.06,-6.4,2.2,1.13,0.3,-6.2,-13.3,-14.6
Cc1ccc(NC2CCCN(C(=O)c3cn(C)c4ccccc34)C2)cc1C (stereo not drawn),-5.6,1.02,-1.7,-5.5,0.856,-0.4,0.7,14.4,20.9
Cc1c(NC(=S)N/C(=N/S(=O)(=O)c2ccccc2)c2ccccc2)c(=O)n(-c2ccccc2)n1C,-4.0,0.901,9.9,-2.8,1.09,0.3,1.6,-9.0,-4.4
COc1ccc(OC)c2sc(N(CCN(C)C)C(=O)c3ccc4ccccc4c3)nc12,-2.8,0.992,0.8,0.1,1.02,-1.1,-1.5,-2.3,-1.3
O=C(NNS(=O)(=O)c1ccccc1)c1cccc([N+](=O)[O-])c1,-7.9,1.05,-5.0,-5.5,0.984,2.0,-0.2,1.6,-2.6

Assay outcomes from PubChem BioAssay.
